TIM10 inh: growth inhibitors of isogenic TIM10 control yeast, primary screen, counter-screen for tim10-1 yeast inhibitor project, luminescence, uHTS. S. cerevisiae TIM10 strain growth, BacTiter-Glo luminescence, 24 h. inhibition, % at 10 µM. 330,000 tested, 1.4% active;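 active means inhibition of 40% or more at the single tested concentration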;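 further: wild-type TIM10 isogenic control strain grown at permissive 25 °C; 0% = DMSO yeast wells and 100% = minimal medium wells without yeast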
tim10-1 inh: growth inhibitors of tim10-1 mutant yeast, primary screen, luminescence, uHTS; S. cerevisiae tim10-1 ts strain growth, BacTiter-Glo, 24 h; AID 463190, 2010; 330,000 tested, 2.2% active; inhibition, % at 20 µM;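 active means inhibition of at least 40%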;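 further: mutant grown at 25 °C; 0% = DMSO wells with yeast and 100% = wells holding no yeast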
Mdm2-MdmX inh: inhibitors of human Mdm2-MdmX association, primary screen, cell-based, luminescence, split luciferase, SaOS-2, uHTS. SaOS-2 split-luciferase Mdm2/MdmX complementation. inhibition, % at 8 µM. Protein Mdm4 (Homo sapiens) + E3 ubiquitin-protein ligase Mdm2 (Homo sapiens), …. 330,000 tested, 3% active;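 active means inhibition of at least 50% at 8 µM in the primary screen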
Target sequence (O15151 whole entry, looked up): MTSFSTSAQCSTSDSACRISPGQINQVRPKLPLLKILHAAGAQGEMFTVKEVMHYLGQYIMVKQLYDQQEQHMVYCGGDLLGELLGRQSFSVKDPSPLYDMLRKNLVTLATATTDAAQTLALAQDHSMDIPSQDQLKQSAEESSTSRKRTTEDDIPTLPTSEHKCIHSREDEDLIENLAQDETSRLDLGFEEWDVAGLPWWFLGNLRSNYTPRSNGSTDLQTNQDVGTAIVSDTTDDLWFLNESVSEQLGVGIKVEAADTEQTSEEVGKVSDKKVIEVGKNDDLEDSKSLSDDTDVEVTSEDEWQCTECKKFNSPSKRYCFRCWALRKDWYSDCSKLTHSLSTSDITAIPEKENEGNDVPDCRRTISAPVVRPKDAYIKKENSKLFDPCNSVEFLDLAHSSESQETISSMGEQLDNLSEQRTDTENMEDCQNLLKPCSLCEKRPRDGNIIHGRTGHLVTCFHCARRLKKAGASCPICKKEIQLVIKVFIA
Target sequence (Q00987 whole entry, looked up): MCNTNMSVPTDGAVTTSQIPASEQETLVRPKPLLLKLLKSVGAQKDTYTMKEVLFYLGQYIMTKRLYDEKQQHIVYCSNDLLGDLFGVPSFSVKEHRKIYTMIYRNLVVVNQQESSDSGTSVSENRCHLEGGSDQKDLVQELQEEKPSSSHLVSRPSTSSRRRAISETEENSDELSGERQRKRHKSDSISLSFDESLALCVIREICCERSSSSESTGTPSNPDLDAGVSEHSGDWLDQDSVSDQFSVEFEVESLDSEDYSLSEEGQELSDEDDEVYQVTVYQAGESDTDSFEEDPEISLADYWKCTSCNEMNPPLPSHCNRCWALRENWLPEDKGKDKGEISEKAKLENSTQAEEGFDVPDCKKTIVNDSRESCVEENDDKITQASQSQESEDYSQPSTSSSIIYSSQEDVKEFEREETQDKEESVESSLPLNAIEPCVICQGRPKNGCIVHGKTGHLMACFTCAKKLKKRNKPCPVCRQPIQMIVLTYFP
UPR CHOP act: activators of apoptotic CHOP UPR arm, primary screen, cell-based, CHO-CHOP luciferase reporter, luminescence, uHTS; UPR activation; percent of tunicamycin response over DMSO baseline; activation, % at 10 µM; 330,000 tested, 0.34% active; AID 449763, 2010;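 active means at 10 µM dose, activation of 40% or more, normalized to positive control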;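 further: 100% = tunicamycin at 10 µg/mL and 0% = DMSO alone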
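Material: CHO-CHOP cells, stable luciferase reporter of PERK-eIF2a-CHOP signalling; quantity: 500 reporter cells seeded per well; buffer or medium: F12 medium containing 10% fetal bovine serum; compound: one dose, 10 µM in 0.5% DMSO; incubation: 6 h compound treatment, 37 °C; measured by: Steady-Glo luciferase luminescence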
tim23-1 inh: growth inhibitors of tim23-1 mutant yeast, primary screen, luminescence, uHTS | S. cerevisiae tim23-1 growth, BacTiter-Glo luminescence, 24 h | inhibition, % at 20 µM | 330,000 tested, 1.3% active;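 active means growth inhibition of the mutant yeast at or above 50%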;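 further: temperature-sensitive mutant grown at 25 °C; plate controls were DMSO-treated mutant yeast for no effect and medium wells lacking yeast for full effect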
Jurkat NFkB inh: inhibitors of induced NF-kB luciferase reporter, primary screen, TCR NF-kB activation inhibitor project, cell-based, luminescence, uHTS | inhibition, % at 4 µM | AID 435003, 2010 | Jurkat, PMA/ionomycin-induced NF-kB luciferase reporter | 330,000 tested, 0.53% active; in the data active means inhibition above about 50%
XBP1 UPR activ: activators of adaptive XBP1 UPR arm, primary screen, cell-based, CHO-XBP1 luciferase reporter, luminescence, uHTS; IRE1-XBP1 UPR activation; percent of tunicamycin response, DMSO as zero; activation, % at 20 µM; 330,000 tested, 0.33% active;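 active means versus positive control, 20 µM dose yields 30% or more activation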;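 further: 100% = tunicamycin at 10 µg/mL and 0% = DMSO only wells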
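Material: IRE1-XBP1 luciferase reporter CHO line / Quantity: one thousand reporter cells per well / Buffer or medium: F12 with 10% serum / Compound: 20 µM single concentration, DMSO 1% / Times: 6 h treatment, 37 °C / Detection: Steady-Glo luciferase glow luminescence, 10 min after reagent addition / Benchmarks: tunicamycin high, DMSO low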
697 NFkB inh: inhibitors of PMA/ionomycin-induced NF-kB reporter, 697 cells, primary screen, B-cell NF-kB inhibitor project, cell-based, luminescence, uHTS; AID 435022, 2010; inhibition, % at 4 µM; 330,000 tested, 0.33% active; 697 B-cell NF-kB luciferase reporter, 16 h; in the data active means inhibition above about 35%
Starred values were filed as active, the others as inactive; i = inactive; & = joins results of further samples. Rows are unselected. Share with any hit: about 6.6%.

SMILES | TIM10 inh | tim10-1 inh | Mdm2-MdmX inh | UPR CHOP act | tim23-1 inh | Jurkat NFkB inh | XBP1 UPR activ | 697 NFkB inh
O=C1CC(c2ccc(S(=O)(=O)NCc3ccccc3)cc2)CN1 (stereo unspecified) | 3 | 12 | 6 | -0.1 | 12 | 4 | 0 | 11
O=C(Cn1cc([N+](=O)[O-])ccc1=O)N1CCc2ccccc2C1 | 7 | -2 | 7 | 11 | 17 | -7 | -2 | -8
Cc1ccc(-c2nnc(SCC(=O)N3CCCC3)o2)cc1C | 14 | 13 | -43 | 2.1 | 15 | -40 | 1 | -41
O=C(Cc1c(F)cccc1Cl)OCC(=O)N1CCc2ccccc21 | 18 | 14 | 21 | 2.9 | 39 | -3 | 4 | -3
CC(C)(C)OC(=O)CC12CCCCC1NC(=O)O2 (stereo unspecified) | 3 | 1 | -8 | -1.2 | 9 | -13 | 1 | -3
CSCC[C@H](NC(=O)c1nn(C)c(=O)c2ccccc12)c1nc2ccccc2[nH]1 | -16 | -11 | 16 | 0.7 | 2 | -10 | 1 | 6
O=C(NCCc1ccccc1)c1ccccc1NC(=O)C1CC=CCC1C(=O)O (stereo unspecified) | 4 | 10 | -13 | 2.3 | 11 | -47 | -3 | -77
Cc1ccc(S(=O)(=O)Nc2cc3c(cc2C#N)OCO3)cc1C(N)=O | -17 | -11 | 12 | -0.3 | -6 | 0 | -4 | 22
COc1ccc(N2CC(O)=C(c3nc(-c4ccc(Cl)cc4)cs3)C2=N)cc1 | -33 | -50 | 53* | 19 | -29 | 11 | 85* | -9
COc1ccc(C(=O)NCc2c(CC(C)C)oc(C)c2C(=O)O)cc1 | 10 | 29 | -15 | -1.2 | 14 | 3 | -4 | 2
CN(C)S(=O)(=O)N(CC(=O)N1CCN(Cc2ccccc2)CC1)c1ccccc1 | -22 | 7 | -33 | -0.8 | 13 | 6 | -3 | 21
Cc1ccc(NC(=O)CSC(N)=O)cc1Cl | -69 | 28 | 3 | -1.7 | 26 | -19 | 4 | 6
COc1cccc(CNC(=O)CCC(=O)N2CCSc3ccccc32)c1OC | -1 | -1 | 4 | -2.0 | 1 | -13 | -1 | -10
COc1ccc(C(=O)Nc2ncc3c(n2)-c2ccccc2CC3)cc1 | -2 | 14 | 22 | 2.9 | 21 | -12 | 1 | -32
COc1cccc2cc(C(C)=O)c(=O)oc12 | 1 | 1 | 11 | 0.7 | 9 | 1 | 0 | 12
O=C(c1cccnc1Cl)N1CCOCC1 | -16 | 4 | 6 | 0.1 | 11 | -9 | -3 | -3
O=C(NCc1ccccc1)N1CCn2c(nc3ccccc32)C1 | 7 | 4 | 14 | 1.6 | -6 | -2 | 2 | -9
CCCn1c(=O)n(CC(=O)NCC2CCCO2)c(=O)c2c3c(sc21)COC(C)(C)C3 (stereo unspecified) | 3 | -1 | 0 | -2.0 | -5 | 1 | -1 | 1
CCOc1ccc(C(=O)Nc2cc(S(=O)(=O)Nc3ccccc3Cl)ccc2N2CCOCC2)cc1 | 3 | 30 | 1 | 3.1 | 25 | 27 | -2 | -50
CCOc1ccc(CCNC(=O)Cn2ccc3ccccc3c2=O)cc1OCC | 1 | 11 | -2 | -1.7 | 13 | -8 | 0 | -6

Some of the entries so far, with two lines to a compound.
Fields – TIM10 inh	tim10-1 inh	Mdm2-MdmX inh	UPR CHOP act	tim23-1 inh	Jurkat NFkB inh	XBP1 UPR activ	697 NFkB inh
COc1ccc(N2CC(O)=C(c3nc(-c4ccc(Cl)cc4)cs3)C2=N)cc1
    -33	-50	53*	19	-29	11	85*	-9
COc1ccc(C(=O)NCc2c(CC(C)C)oc(C)c2C(=O)O)cc1
    10	29	-15	-1.2	14	3	-4	2
CN(C)S(=O)(=O)N(CC(=O)N1CCN(Cc2ccccc2)CC1)c1ccccc1
    -22	7	-33	-0.8	13	6	-3	21
Cc1ccc(NC(=O)CSC(N)=O)cc1Cl
    -69	28	3	-1.7	26	-19	4	6
COc1cccc(CNC(=O)CCC(=O)N2CCSc3ccccc32)c1OC
    -1	-1	4	-2.0	1	-13	-1	-10
COc1ccc(C(=O)Nc2ncc3c(n2)-c2ccccc2CC3)cc1
    -2	14	22	2.9	21	-12	1	-32
COc1cccc2cc(C(C)=O)c(=O)oc12
    1	1	11	0.7	9	1	0	12
O=C(c1cccnc1Cl)N1CCOCC1
    -16	4	6	0.1	11	-9	-3	-3
O=C(NCc1ccccc1)N1CCn2c(nc3ccccc32)C1
    7	4	14	1.6	-6	-2	2	-9
CCCn1c(=O)n(CC(=O)NCC2CCCO2)c(=O)c2c3c(sc21)COC(C)(C)C3 (stereo unspecified)
    3	-1	0	-2.0	-5	1	-1	1
CCOc1ccc(C(=O)Nc2cc(S(=O)(=O)Nc3ccccc3Cl)ccc2N2CCOCC2)cc1
    3	30	1	3.1	25	27	-2	-50
CCOc1ccc(CCNC(=O)Cn2ccc3ccccc3c2=O)cc1OCC
    1	11	-2	-1.7	13	-8	0	-6

Following part.
SMILES | TIM10 inh | tim10-1 inh | Mdm2-MdmX inh | UPR CHOP act | tim23-1 inh | Jurkat NFkB inh | XBP1 UPR activ | 697 NFkB inh
CCS(=O)(=O)c1ccc2oc(SCC(=O)NCc3ccccc3)nc2c1 | 5 | 25 | 4 | 0.6 | 5 | -10 | -2 | -4
CNc1nc(SC)nc(N(C#N)CC(=O)OC)n1 | -5 | 8 | -23 | 1.2 | -10 | 3 | 1 | 19
C=CCN1C(=O)C(CCCC)NC1=S (stereo unspecified) | 6 | 15 | 16 | 1.5 | 9 | 11 | 0 | 5
O=C(Nc1ccccc1C(=O)NCc1ccccc1)c1ccccc1Br | 16 | 15 | 7 | 1.3 | 34 | 9 | -2 | 3
CCOC(=O)c1nc(C)sc1-c1ccnn1S(=O)(=O)c1cccc(Cl)c1 | 18 | 20 | 24 | 2.5 | 27 | 6 | 0 | 11
N#CCCN(Cc1ccncc1)C(=S)NC1CC2C=CC1C2 (stereo unspecified) | 4 | 6 | 22 | 1.8 | -10 | 16 | 1 | 6
C=C(C)CN1CCN(c2c(CCC#N)c(C)c(C#N)c3nc4ccccc4n23)CC1 | -25 | -6 | 74* | -0.4 | -4 | -1 | -3 | -9
Cc1ccc(NC(=O)CSc2ccc(-c3ccc4c(c3)OCO4)nn2)cc1F | 8 | 9 | 23 | 8.5 | 4 | -22 | 2 | 3
CCc1cccc(OCCOCCN2CCCC2)c1 | 2 | 2 | -10 | -1.7 | -14 | -9 | -4 | 6
N#C/C(=C\c1cn(CC(=O)N2CCCCC2)c2ccccc12)C(=O)NCc1ccc2c(c1)OCO2 | 15 | 27 | 6 | 3.2 | 19 | -7 | 2 | 17
CCN(CC)CCNC(=O)c1ccc2c(c1NCCO)C(=O)c1ccccc1C2=O | 43* | 29 | 91* | 5.5 | 70* | 86* | -7 | -35
CCCCCSc1nc2c(c(=O)[nH]c(=O)n2C)n1C | 9 | 20 | 23 | 1.3 | 30 | 21 | 6 | -1
Cc1ccc(C(=O)NNC(=O)c2cc(OCC(F)(F)F)ccc2OCC(F)(F)F)cc1 | 3 | 26 | 3 | -2.6 | 20 | 16 | -4 | 9
Cc1ccc2c(c1)c1c(n2CC2COC(C)(C)O2)C(=O)CCC1 (stereo unspecified) | -4 | 30 | 2 | -3.4 | 13 | 11 | -1 | 9
CCC1=NN(C(=O)c2ccc(Cl)cc2)C(O)(c2ccc(C)cc2)C1 (stereo unspecified) | 17 | 17 | 32 | -2.0 | 39 | 8 | 1 | 5
CCC(C)[C@H](NC(=O)NCCCc1ccccc1)C(=O)OC (stereo partly specified) | -10 | 2 | -6 | -1.4 | 12 | -10 | 1 | 17
CC(=O)/C(C#N)=C1\NC(=O)C(Cc2cc(Cl)ccc2Cl)S1 (stereo unspecified) | 11 | 5 | 96* | 1.6 | 15 | -7 | -4 | i
O=C(c1ccccc1)c1nn(-c2ccccc2)c(=O)cc1C(F)(F)F | -8 | 13 | 44 | 0.7 | 41 | 7 | -2 | -24
COc1ccc(N(C(=O)c2snc(C(N)=O)c2N)C(C(=O)NC2CCCCC2)c2ccc(C)o2)c(OC)c1 (stereo unspecified) | 2 | 17 | 18 | -0.6 | 24 | 12 | -3 | 21
Cc1ccc(-n2ncc3c(N4CCN(c5ccccc5)CC4)ncnc32)c(C)c1 | 6 | 8 | 70* | -6.0 | -4 | 60* | -7 | -39
COCc1cc(=O)[nH]c(/N=C(\N)Nc2cccc(Cl)c2)n1 | -7 | 15 | 3 | 0.3 | 9 | 1 | -4 | 1
CC(C)(C)c1ccc(-c2nc(C#N)c(N3CCC(C(N)=O)CC3)o2)cc1 | 6 | 24 | 7 | -1.2 | 40 | -15 | 14 | -5
CCC(=O)OC1c2ccccc2C(=O)N1Cc1ccccc1 (stereo unspecified) | -1 | -3 | 39 | -1.9 | -10 | 10 | -1 | 12
O=C1NC(=O)C2(COC(c3ccccc3Cl)OC2)S1 (stereo unspecified) | 13 | 6 | 0 | -1.9 | -6 | 2 | 2 | 7
COCCCNCCC(CCC(C)C)c1ccc2c(c1)OCO2 (stereo unspecified) | 18 | 10 | 48 | 1.4 | 3 | 33 | -1 | -9
CN(C)CCCNC(=S)NCC(c1ccc(Cl)cc1Cl)c1c[nH]c2ccccc12 (stereo unspecified) | 6 | -13 | 89* | 8.0 | -20 | -9 | 12 | 16
O=C(c1ccc(OCCN2CCCCC2)cc1)c1c(-c2ccc(O)cc2)sc2cc(O)ccc12 | 3&8 | 0&6 | 65* | 1.1&0.8 | 2&-5 | 15&15 | -3&-1 | 4&15
COc1ccccc1C(=O)C1CCCN(C(=O)CN2CCCCC2=O)C1 (stereo unspecified) | -2 | 16 | -9 | 1.3 | 0 | -23 | 2 | -6
Cc1ccc(C(=O)N/N=C2\CCCc3ccccc32)c(C)c1 | 1 | 5 | -52 | 8.9 | 1 | -47 | 1 | -57
CCc1ccc(-c2cc3c(=O)n(CC(=O)NCCN4CCCCC4C)nc(C)n3n2)cc1 (stereo unspecified) | 13 | 7 | 68* | 1.9 | 9 | -35 | 0 | -21
COc1ccc(C(=O)N[C@H](C(=O)Nc2ccc(S(=O)(=O)N3CCOCC3)cc2)C(C)C)cc1 | -5 | -1 | -1 | -1.3 | 9 | 13 | -2 | 13
CSC1=NCCN1C(=O)COc1ccccc1 | -2 | -11 | 8 | 0.0 | -5 | 2 | -1 | 6

Printed as active in XBP1 UPR activ (from the list above):
| SMILES | Mdm2-MdmX inh | Jurkat NFkB inh | XBP1 UPR activ | 697 NFkB inh |
| --- | --- | --- | --- | --- |
| COc1ccc(N2CC(O)=C(c3nc(-c4ccc(Cl)cc4)cs3)C2=N)cc1 | 53* | 11 | 85* | -9 |
